BCR signal inh – blocks chronic active B-cell receptor signaling; ABC-DLBCL IkBa-CBG/CBR reporter, luminescence ratio, 4 h; Potency, µM (highest dose often 46.1 µM), for the others: top-dose ratio change, negative = lower green/red ratio, usual class: inhibitors; hit rate 0.05% among 340,000; active = well fitted inhibition curve with a large enough effect in the signal ratio, with a control signal flat, not every such curve was filed as active; inconclusive = small, poorly fitted or top-dose-only effect, or effect the other way, or a change in a side signal; the % refers to the signal ratio;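 also: plate controls were basal doxycycline-induced cells for no effect and cells given 10 µM MG132 for full effect; MG132 reads +100%, hits lower the ratio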
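TMD8 ABC-DLBCL cells carrying doxycycline-inducible green luciferase fused to IkappaBalpha plus unfused red luciferase were exposed to compounds (up to 46 uM) for 4 hrs at 37C. Activity came from the overlap-corrected green/red luminescence ratio.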
An asterisk follows results filed as active; ? = inconclusive. Potency is read from the fitted curve at half-maximal effect. These rows are one share of the data (hit frequency here may not be typical).

BCR signal inh,canonical_smiles
11.9%,CCn1c(=N)n(CC(O)COc2ccccc2)c2ccccc21 (centres undefined)
?,Fc1ccc(-n2cc(-c3ccccc3)c3c(NCCc4ccccc4)ncnc32)cc1
?,COc1cccc(C2=C(C(C)=O)Sc3nncn3N2C(C)=O)c1
?,O=C(CCC1N=C2c3ccccc3N=C(SCc3ccc(F)cc3)N2C1=O)NCc1cccs1 (centres undefined)
?,CCC(=O)NC1CC(=O)N(c2ccc3c(c2)OCCO3)C1 (centres undefined)
1.7%,Cc1ccc(CNC(=O)CSc2nc3c(sc4ccccc43)c(=O)n2CCCOC(C)C)cc1
0.3%,CC(C)Cc1ccc(S(=O)(=O)N2CCC(c3ccncc3)CC2)cc1
-26.0%,CC1=C(C(=O)Nc2ccc(C)cc2)C(c2ccc(Cl)cc2)n2nnnc2N1 (centres undefined)
12.3%,CC(=O)C1=C(c2ccc(Cl)cc2)N(C(C)=O)n2c(nnc2C2CCCCC2)S1
?,COc1ccc(-n2c(/C=C/c3cc(OC)c(OC)cc3OC)nc3cc4ccccc4cc3c2=O)cc1Cl
9.5%,Fc1ccc(Br)cc1C1C=C(c2ccc(Br)cc2)Nc2nnnn21 (centres undefined)
-2.1%,Cc1cccc(-n2c(SCC(=O)Nc3ccc(C)c(C)c3)nc3n[nH]c(C)c3c2=N)c1
?,Cc1c(CCNS(=O)(=O)c2ccccc2)sc2nc(-c3ccc(Cl)cc3)nn12
1.9%,CC1CCN(S(=O)(=O)c2ccc3nc(-c4cccnc4)cc(C(=O)NCCCOC(C)C)c3c2)CC1
-2.0%,COc1ccc(Br)cc1CNC(=O)c1cc(=O)[nH]c2ccc(S(=O)(=O)N3CCCCC3)cc12

Random excerpt: 3 compounds from above, in no set order.
BCR signal inh,canonical_smiles
?,O=C(CCC1N=C2c3ccccc3N=C(SCc3ccc(F)cc3)N2C1=O)NCc1cccs1 (centres undefined)
?,Fc1ccc(-n2cc(-c3ccccc3)c3c(NCCc4ccccc4)ncnc32)cc1
-2.1%,Cc1cccc(-n2c(SCC(=O)Nc3ccc(C)c(C)c3)nc3n[nH]c(C)c3c2=N)c1

Continuation.
BCR signal inh,canonical_smiles
-17.0%,O=C1CCCc2cc(S(=O)(=O)NCC3CCC(C(=O)NCc4ccccc4Cl)CC3)ccc2N1 (centres undefined)
?,COc1ccc(NC(=O)Cn2c(=O)n(-c3ccc(Cl)cc3)c(=O)c3c(C)c(C(=O)N(C)C)sc32)cc1Cl
?,Cc1cc(C)n(-c2nc(C)c(C)c(=O)n2CC(=O)Nc2ccc(OC(F)(F)F)cc2)n1
-6.7%,Cc1ccc(NC(=O)CSc2nc(=O)n(Cc3ccncc3)c3c2CCC3)cc1Cl
?,COc1ccc(OC)c2sc(N3CCN(C(=O)C(C)(C)C)CC3)nc12
?,Cc1ccc(C(=O)NCC(c2ccco2)S(=O)(=O)c2cccs2)cc1C (centres undefined)
?,Cc1ccc(S(=O)(=O)CC(=O)Nc2nc3c(C)cccc3s2)cc1
-0.2%,CC(=O)c1ccc(NC(=O)CSc2nnc3ccc(-c4ccc(Cl)cc4)nn23)cc1
24.7%,COc1ccc(Cl)cc1NC(=O)c1c(NCc2ccc(C)o2)sc2c1CCCC2
5.0%,CCOc1ccccc1Nc1sc(C(=O)c2ccccc2)c(N)c1C(=O)NCCc1ccccc1
?,COc1cccc(CNC(=O)c2ccc3c(c2)N(Cc2ccc(F)cc2Cl)C(=O)c2ccccc2S3)c1
-29.8%,CCc1ccc(Nc2nc(-c3cc4cccc(OC)c4oc3=O)c(CC)s2)cc1
-5.0%,CCC(=O)C1=C(c2ccc(OC)c(OC)c2)N(C(=O)CC)n2c(CC)nnc2S1
-4.1%,O=C(NCc1ccc2c(c1)CCN2C(=O)c1ccncc1)c1ccccc1Br
-9.2%,COc1ccc(C2C(=O)N(C3CCCCC3)CC(=O)N2CCc2ccc(C)cc2)cc1OC (centres undefined)
2.1%,CCC(=O)N1CCc2cc(Br)cc(S(=O)(=O)NCCc3cccc(C)c3)c21
?,COc1cccc2cc(-c3nc4ccc(C)cc4[nH]3)c(=O)oc12
17.9%,COc1ccc(CNC(=O)c2ccc(CNS(=O)(=O)c3ccc(F)cc3)cc2)cc1
-13.5%,COc1cc2ccccc2cc1C(=O)N1CCN(c2nc3c(F)cccc3s2)CC1
?,CC(=O)N1CCN(c2nc3c(C)ccc(Cl)c3s2)CC1
-20.0%,O=C(COc1ccc(Cl)cc1)NCC(c1ccco1)S(=O)(=O)c1ccc(F)cc1 (centres undefined)
2.8%,CC1=C(C(=O)Nc2ccc(C)cc2C)C(c2ccccc2)n2nc(SCC(=O)c3ccc(C)cc3)nc2N1 (centres undefined)
-3.0%,O=C(CC1N=C2c3ccccc3N=C(SCc3ccccc3Cl)N2C1=O)NCc1cccs1 (centres undefined)
?,Cc1ccccc1Nc1nn2c(=O)c3ccc(C(=O)NCc4cccs4)cc3nc2s1
-5.4%,CCc1ccc(N(C)S(=O)(=O)c2ccc3[nH]cc(C(=O)NCC4CCCO4)c(=O)c3c2)cc1 (centres undefined)
-21.3%,COc1ccc(N2CCN(S(=O)(=O)c3ccc(-c4ccno4)cc3OC)CC2)cc1
-17.9%,COC(=O)c1c(NC(=O)CS(=O)(=O)c2ccc(C)cc2)sc2c1CCCC2
6.4%,CCCn1ccc2c(OCC(=O)NCc3ccc(F)cc3)cccc2c1=O
?,COc1cccc(C2=CC(c3ccc(OC)c(OC)c3OC)n3ncnc3N2)c1 (centres undefined)
-26.6%,COc1ccc(C(=O)N(c2ccc(C)cc2)S(=O)(=O)c2ccc(C)cc2)cc1
-5.1%,O=C1Cc2cc(S(=O)(=O)N3CCCCC3)cc3c2N1CCC3
8.9%,CSCCC(NS(=O)(=O)c1ccc2c(c1)oc(=O)n2C)C(=O)N1CCN(c2cc(C)ccc2C)CC1 (centres undefined)
?,COC(=O)c1ccc2c(=O)n(CCCCCC(=O)N3CCN(c4ccc(OC)cc4)CC3)c(=O)[nH]c2c1
?,COc1ccc(CC(=O)NCc2ccc3c(c2)CCN3C(C)=O)cc1
?,CCC(C)NC(=O)CSc1nc2n[nH]c(C)c2c(=N)n1-c1ccc(C)c(Cl)c1 (centres undefined)
0.8%,Cc1c(CCNC(=O)c2ccc(Br)o2)sc2nc(-c3ccc(Cl)cc3)nn12
-0.5%,O=C(Nc1cc(Cl)cc(Cl)c1)c1ccc2c(c1)N(Cc1cccc(Cl)c1)C(=O)c1ccccc1S2=O (centres undefined)
?,CCN(C(=O)CSc1nc2n[nH]c(C)c2c(=N)n1-c1cccc(OC)c1)c1cccc(C)c1
-0.2%,CC(C)c1ccc(NC(=O)CSc2nc(=O)n(Cc3ccccn3)c3c2CCC3)cc1
-12.8%,CC(=O)N1CCc2c(sc3c2c(=O)n(-c2ccccc2Cl)c(=O)n3Cc2cccc(C)c2)C1
4.1%,Cc1ccc(N2CC(NC(=O)c3ccco3)CC2=O)cc1C (centres undefined)
-7.0%,CCC(C)NC(=O)Cn1c(=O)n(-c2ccc(Cl)c(Cl)c2)c(=O)c2c(C)c(C(=O)N(CC)CC)sc21 (centres undefined)
0.3%,Cc1ccc(Cn2c(CN3CCC(C(=O)NCCc4ccccc4)CC3)cc3ccccc32)cc1
4.7%,O=C(CCCc1ccccc1)NC1CC(=O)N(c2ccc(Cl)cc2)C1 (centres undefined)
-12.0%,CCOC(=O)c1ccccc1NC(=O)CSc1nc(=O)[nH]c2c1CCCC2
-4.4%,CCOc1ccc(N2CC(NC(=O)c3ccco3)CC2=O)cc1 (centres undefined)
-28.2%,CC(=O)Nc1ccc(Nc2ncnc3c2cnn3C)cc1
16.5%,Cc1cccc(NC(=O)CSc2nc(-c3ccccc3)cn2-c2ccccc2)c1C
-5.9%,CCOc1ccccc1NC(=O)Cn1c(=O)oc2cc(S(=O)(=O)NCc3ccccc3)ccc21
5.9%,COc1ccc(N2CC(NC(=O)COc3ccccc3)CC2=O)cc1OC (centres undefined)
12.9%,O=C(c1ccc([N+](=O)[O-])cc1)N1CCN(c2ccc(Nc3ccccc3)nn2)CC1
-3.0%,COc1cccc(N2CC(NC(=O)c3ccc(S(=O)(=O)N4CCOCC4)cc3)CC2=O)c1 (centres undefined)
-1.6%,CCOc1cc2[nH]c(=O)n(CCCCC(=O)N3CCN(c4ccc(OC)cc4)CC3)c(=O)c2cc1OCC
20.7%,O=C(c1ccc2c(c1)N(Cc1cccc(Cl)c1)C(=O)c1ccccc1S2(=O)=O)N1CCN(Cc2ccccc2)CC1
-23.7%,O=C(Nc1cc(C(F)(F)F)ccc1Cl)c1nc2ccccc2nc1N1CCCCC1
?,Cc1ccc(NC(=O)c2cc(S(=O)(=O)N3CCCCCC3)ccc2F)cc1F
?,COc1ccc(/C=C/c2nc3ccccc3c(=O)n2-c2cccc(C(F)(F)F)c2)cc1
?,CC(=O)c1ccc(N2C(=O)N(Cc3ccccc3C#N)c3ccccc3S2(=O)=O)cc1
?,COc1ccc(S(=O)(=O)NCCc2sc(-c3cccc(F)c3)nc2C)cc1
-5.6%,CCOc1ccc(C(NC(=O)c2cc(OC)c(OC)c(OC)c2)c2cc(Cl)c3cccnc3c2O)cc1 (centres undefined)

Structural class: the entries above containing a CF3 group (3)
BCR signal inh,canonical_smiles
?,Cc1cc(C)n(-c2nc(C)c(C)c(=O)n2CC(=O)Nc2ccc(OC(F)(F)F)cc2)n1
-23.7%,O=C(Nc1cc(C(F)(F)F)ccc1Cl)c1nc2ccccc2nc1N1CCCCC1
?,COc1ccc(/C=C/c2nc3ccccc3c(=O)n2-c2cccc(C(F)(F)F)c2)cc1

The list continues:
BCR signal inh,canonical_smiles
?,O=C(COc1ccccc1)NC1CC(=O)N(c2ccc3c(c2)OCCO3)C1 (centres undefined)
-29.8%,CCn1c(SC)nc2c([nH]c3ccccc32)c1=O
-16.6%,Cc1ccc(CNC(=O)c2cccc(NC(=O)N3CCSc4ncccc43)c2)cc1
?,O=C(Nc1ccc(-c2nc3cc(NC(=O)c4ccccc4Cl)ccc3o2)cc1)c1ccccc1Cl
?,COc1cc2c(cc1OC)n(CC(=O)c1ccc(F)cc1)c(=O)n1nc(CCn3nc(C)cc3C)nc21
-0.6%,O=C(CN1C(=O)COc2ccc(Cl)cc21)Nc1cccc(F)c1
?,CC(=O)c1ccc(N2CCN(c3ccc(NC(=O)c4ccc(F)cc4)cc3C(=O)O)CC2)cc1
-4.9%,CCOc1ccc(N2CC(NC(=O)Cc3ccccc3)CC2=O)cc1 (centres undefined)
-5.0%,Cc1c(C(=O)N(C)C)sc2c1c(=O)n(-c1ccc(Cl)c(Cl)c1)c(=O)n2CC(=O)N1CCCCC1C (centres undefined)
-5.3%,CCN(CC)C(=O)C1CCN(S(=O)(=O)c2c(C)noc2/C=C/c2cccc(OC)c2)CC1
-6.8%,CC(=O)N1CCc2c(sc3c2c(=O)n(-c2ccccc2Cl)c(=O)n3C)C1
-3.9%,COc1ccc(NC(=O)Nc2nnc(SCC(=O)Nc3cccc(C)c3C)s2)cc1
?,O=C(CC1N=C2c3ccccc3N=C(SCc3cccc(Cl)c3)N2C1=O)NCCc1ccccc1 (centres undefined)
-9.3%,COc1ccc(Nc2ncnc3c2cnn3-c2cc(Cl)ccc2C)cc1OC
-8.5%,CCC1CCCCN1C(=O)Cn1c(=O)n(-c2ccc(Cl)c(Cl)c2)c(=O)c2c(C)c(C(=O)N(C)C)sc21 (centres undefined)
-1.4%,COc1c(Cl)cc(Cl)cc1/C=C(\C#N)c1nc2ccccc2[nH]1
-13.3%,Cc1cccc(C(=O)N2CCc3cc(CNC(=O)COc4ccc(Cl)cc4)ccc32)c1
-1.0%,COc1ccc(C)cc1NC(=O)c1cc(S(=O)(=O)NC2CCCCCC2)ccc1F
-1.1%,CCOC(=O)c1sc2ccccc2c1S(=O)(=O)N1CCN(c2ccccc2)CC1
-1.2%,COc1ccccc1CCNC(=O)C(=O)NCC(c1ccco1)S(=O)(=O)c1ccc(C)cc1 (centres undefined)
-22.9%,COc1ccc(CC(=O)N2CCc3cc(OC)c(OC)cc3C2COc2ccc(OC)cc2)cc1 (centres undefined)
-1.4%,CCOc1ccc(C2C(=O)N(C3CCCCC3)CC(=O)N2CCc2ccccc2)cc1OC (centres undefined)
?,COc1ccc(CNC(=O)CC2N=C3c4ccccc4N=C(SCC(=O)Nc4ccc(C(C)C)cc4)N3C2=O)cc1 (centres undefined)
-20.8%,Cc1c(C(=O)Nc2cccc(Cl)c2)sc2nc3n(c(=O)c12)N=C(c1cccc(Br)c1)CS3
?,Cc1ccc(S(=O)(=O)C(CNC(=O)C(=O)NCc2ccc(Cl)cc2)c2ccco2)cc1 (centres undefined)
2.8%,CCCCN(C)CCCNC(=O)c1cc(=O)[nH]c2ccc(S(=O)(=O)N3CCCCC3)cc12
?,CCOC(=O)c1ccc(Oc2nc(C)nc3c2oc2ccccc23)cc1
10.6%,CC(=O)c1cc(-c2ccc(F)cc2)n(CCC(=O)Nc2nc3c(C)cccc3s2)c1C
1.0%,Cc1ccc(N2CC(NC(=O)CCCc3ccccc3)CC2=O)cc1 (centres undefined)
-12.5%,COc1ccc(CNC(=O)C2=C(C)C(=O)OC23CCCCC3)cc1
-9.8%,CCOC(=O)c1cc(-c2ccccc2)n(CCCC(=O)Nc2cccc(C)c2)c1C
3.1%,COC(=O)c1ccc2c(c1)N(Cc1ccc(F)cc1)C(=O)c1ccccc1S2
0.6%,CCS(=O)(=O)N1CCCC(C(=O)NCCOC)C1 (centres undefined)
-2.2%,N#C/C(=C\c1ccc(O)cc1)C(=O)NCC1CCCO1 (centres undefined)
10.0%,CCCS(=O)(=O)NCCc1csc2nc(-c3ccc(C)cc3)nn12
?,COc1cc(OC)c(OC)cc1/C=C/c1nc2cc3ccccc3cc2c(=O)n1-c1ccc(F)cc1F

Screening data as filed in PubChem BioAssay.
